MsrA act: bovine MsrA enzyme activators, primary screen, biochemical, absorbance, HTS; AID 602163, 2012; Methionine sulfoxide reductase A (Bos taurus); 360,000 tested, 0.3% active; activation, % at 10.6 µM; purified bovine MsrA, absorbance read-out; in the data active = activation above about 7.5%;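 also: 0% = vehicle and 100% = reference activator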
E coli Lon inh: inhibitors of E. coli Lon protease, primary screen, biochemical, fluorescence polarization. purified E. coli Lon protease. 360,000 tested, 0.42% active. P0A9M0. inhibition, % at 7.94 µM; in the data active = inhibition above about 13%, passing the limit was not always enough;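 also: 0% = enzyme with probe and DMSO and 100% = no enzyme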
CendR NRP1 mod: modulators of CendR peptide binding to NRP-1, primary screen, biochemical, fluorescence polarization, uHTS | FAM-RPARPAR peptide binding to NRP-1 | inhibition, % at 25 µM | AID 602438, 2012 | 360,000 tested, 0.85% active;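 active = inhibition or corrected inhibition above about 18%, plus a signal ratio from 0.5 to 1.5, limit read from the data, passing the limit was not always enough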; also: strong numbers were not always called active
Target sequence (O14786 whole entry, looked up): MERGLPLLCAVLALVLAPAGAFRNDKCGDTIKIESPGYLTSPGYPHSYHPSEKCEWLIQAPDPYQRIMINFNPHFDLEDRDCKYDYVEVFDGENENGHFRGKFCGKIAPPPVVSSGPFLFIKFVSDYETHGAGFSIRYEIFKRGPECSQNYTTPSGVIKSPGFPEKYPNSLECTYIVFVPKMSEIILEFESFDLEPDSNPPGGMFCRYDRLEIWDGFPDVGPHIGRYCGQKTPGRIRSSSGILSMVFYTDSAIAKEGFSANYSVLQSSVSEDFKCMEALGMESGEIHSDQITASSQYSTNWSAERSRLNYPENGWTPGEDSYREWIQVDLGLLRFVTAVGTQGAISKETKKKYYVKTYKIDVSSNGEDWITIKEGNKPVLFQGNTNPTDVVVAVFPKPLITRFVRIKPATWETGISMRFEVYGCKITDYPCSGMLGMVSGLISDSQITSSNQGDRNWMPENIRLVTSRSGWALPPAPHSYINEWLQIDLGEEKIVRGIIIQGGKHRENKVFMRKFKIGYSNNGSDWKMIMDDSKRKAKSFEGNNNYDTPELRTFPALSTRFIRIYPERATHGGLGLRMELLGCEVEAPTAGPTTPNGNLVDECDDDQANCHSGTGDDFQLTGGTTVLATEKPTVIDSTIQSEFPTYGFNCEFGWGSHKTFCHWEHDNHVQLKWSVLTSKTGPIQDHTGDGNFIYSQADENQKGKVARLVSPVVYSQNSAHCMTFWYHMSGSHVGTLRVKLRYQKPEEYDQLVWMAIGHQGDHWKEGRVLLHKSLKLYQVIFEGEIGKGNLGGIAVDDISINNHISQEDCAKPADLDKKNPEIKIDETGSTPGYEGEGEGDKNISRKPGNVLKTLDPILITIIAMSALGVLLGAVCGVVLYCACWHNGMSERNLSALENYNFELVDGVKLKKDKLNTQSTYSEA
MsrA inh: bovine MsrA enzyme inhibitors, primary screen, biochemical, absorbance, HTS. 360,000 tested, 0.75% active. inhibition, % at 15.5 µM. purified bovine MsrA, absorbance read-out. AID 651718, 2012. Methionine sulfoxide reductase A (Bos taurus); in the data active = inhibition above about 4.5%;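 also: 0% = vehicle wells with enzyme and 100% = reference inhibitor wells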
MT1-MMP act inh: blockers of MT1-MMP proenzyme processing, primary screen, HT1080 RFP-PRO-GFP cells, GFP/RFP fluorescence | GFP/RFP ratio change, % at 20 µM | AID 651647, 2012 | GFP/RFP ratio fluorescence, overnight; percent of plate control window, DMSO zero | 360,000 tested, 0.061% active | Matrix metalloproteinase-14 (Homo sapiens), P50281;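 active = GFP/RFP ratio change of at least 30% with cell ATP level not reduced by more than half and red fluorescence within 50% of control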; also: strong numbers were not always called active
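Material: RFP-PRO-GFP reporter HT1080 cells. Dosing: single-point 20 µM compound, 1% DMSO. Controls: DMSO and RFP-L50D-GFP cell wells. Timing: cells overnight before dosing, compound overnight, 37 °C, 5% CO2. Measure: GFP/RFP fluorescence ratio.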
FAS TE block: FAS thioesterase domain inhibitors, primary screen, biochemical, fluorescence intensity, uHTS. Fatty acid synthase (Homo sapiens), P49327. recombinant FAS-TE, OMFH fluorogenic substrate, fluorescence endpoint. inhibition, % at 15 µM. 360,000 tested, 0.67% active;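 active = compounds whose normalised, plate-corrected inhibition of enzyme fluorescence in the single-dose primary screen is 50% or more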;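 also: 0% = DMSO with enzyme and 100% = substrate without enzyme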
PABP1 MLLE inh: inhibitors of PABP1 MLLE–PAM2 peptide binding, primary screen, biochemical, fluorescence polarization, FITC-PAM2, GST-MLLE; Polyadenylate-binding protein 1 (Homo sapiens), P11940; inhibition, % at 20 µM; 360,000 tested, 0.36% active; in the data active = inhibition above about 35%, passing the limit was not always enough;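 also: plate controls were DMSO wells with GST-MLLE for no effect and wells lacking GST-MLLE protein for full effect; some results filed as inactive read as strong as hits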
SKN-1 block: suppressors of acrylamide-induced Pgst-4::GFP reporter in worms, primary screen, SKN-1 inhibitor project, whole organism, uHTS, GFP/RFP fluorescence ratio, strain VP596; inhibition, % at 21.8 µM; C. elegans VP596 Pgst-4::GFP/RFP ratio, 24 h; 360,000 tested, 0.49% active; AID 624304, 2012;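 active = interference check ratio from 0.5 to 1.5 plus GFP to RFP signal ratio inhibition reaching or exceeding a fixed threshold, cut at about 30% in these data, passing the limit was not always enough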; also: some compounds called inactive have numbers as strong as hits
TbMetRS inhib: T. brucei MetRS inhibitors, primary screen, biochemical, luminescence | methionyl-tRNA synthetase (Trypanosoma brucei brucei) | purified T. brucei MetRS, ATP depletion, Kinase-Glo luminescence | inhibition, % at 11.9 µM | 360,000 tested, 0.4% active | AID 624268, 2012;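 active = inhibition above a per-plate cutoff of the control wells' mean inhibition plus 3 SD, cut at about 5.5% in these data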;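 also: 0% = DMSO wells median and 100% = median of wells with control inhibitor compound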
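Test system – parasite MetRS enzyme · Reagent – substrates ATP, L-methionine and bulk Escherichia coli tRNA · Doses – 11.9 µM compound single dose, 0.9% DMSO · Times – 15 min enzyme-compound preincubation, 2 h reaction, 10 min detection, 25 °C · Signal – Kinase-Glo luminescence, ATP depletion format · Controls – DMSO-only wells as low control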
* = called active by the depositor. An unsorted share of the library. About 4% of those tested had a hit in this group.

Screening CC(=O)c1ccc(N(C(=O)CS(=O)CC(=O)Nc2ccc(F)cc2)C(C(=O)NC2CCCCC2)c2cccs2)cc1 (stereo not given) returned MsrA act 0, E coli Lon inh -17, CendR NRP1 mod 4, MsrA inh 0.1, MT1-MMP act inh 0, FAS TE block -5, PABP1 MLLE inh 5, SKN-1 block 0 and TbMetRS inhib -0.6.
COc1ccc(C2c3[nH]c4ccccc4c3C[C@H]3C(=O)N(c4ccccc4C(=O)N4CCC(C(=O)O)CC4)C(=O)N23)cc1 (stereo not given in full) was read as MsrA act -3, E coli Lon inh -6, CendR NRP1 mod -4, MsrA inh 0.2, MT1-MMP act inh -1, FAS TE block -6, PABP1 MLLE inh 9, SKN-1 block 2 and TbMetRS inhib 0.3.
Screening CC(=O)Oc1ccc(Cn2cnc3cc4ccccc4cc32)cc1 returned MsrA act -15, E coli Lon inh 1, CendR NRP1 mod 2, MsrA inh 0.6, MT1-MMP act inh 6, FAS TE block 16, PABP1 MLLE inh 7, SKN-1 block -13 and TbMetRS inhib -0.9.
`CCOC(=O)c1snc(-c2ccc(F)cc2)c1N` gave MsrA act -6, E coli Lon inh -5, CendR NRP1 mod -4, MsrA inh 2.4, MT1-MMP act inh -4, FAS TE block 2, PABP1 MLLE inh -13, SKN-1 block -8 and TbMetRS inhib -0.7.
N#CCSc1ccccc1NC(=O)CN1C(=O)C2CC=CCC2C1=O (stereo not given) was read as MsrA act -6, E coli Lon inh -62, CendR NRP1 mod 124, MsrA inh -0.3, MT1-MMP act inh -51, FAS TE block -21, PABP1 MLLE inh 49, SKN-1 block 19 and TbMetRS inhib -0.5.
`CC1CCN(C(=O)c2ccccc2NC(=O)Cc2ccccc2)CC1` gave MsrA act -1, E coli Lon inh 1, CendR NRP1 mod 10, MsrA inh -0.5, MT1-MMP act inh -2, FAS TE block -6, PABP1 MLLE inh -4, SKN-1 block 14 and TbMetRS inhib 0.0.
For O=C(/C=C/c1ccc(F)cc1)NC(=S)N1CCOCC1 the results were MsrA act -3, E coli Lon inh 1, CendR NRP1 mod -4, MsrA inh 0.4, MT1-MMP act inh -1, FAS TE block -4, PABP1 MLLE inh -42, SKN-1 block 2 and TbMetRS inhib -0.2.
COc1ccc(-c2cc(C(=O)Nc3ccc(OC)cc3OC)no2)cc1 was read as MsrA act -1, E coli Lon inh 4, CendR NRP1 mod -4, MsrA inh 0.8, MT1-MMP act inh 4, FAS TE block -1, PABP1 MLLE inh 0, SKN-1 block -2 and TbMetRS inhib 0.2.
Screening CS(=O)(=O)N1CCC(Oc2cccc(C(=O)NCCCOc3cccnc3)c2)CC1 returned MsrA act -4, E coli Lon inh -2, CendR NRP1 mod -6, MsrA inh 1.1, MT1-MMP act inh -6, FAS TE block -6, PABP1 MLLE inh -7, SKN-1 block -8 and TbMetRS inhib -0.5.
Screening CCOc1cccc(-c2cc(C(=O)Nc3ccon3)c3ccccc3n2)c1 returned MsrA act -8, E coli Lon inh 4, CendR NRP1 mod 11, MsrA inh -0.5, MT1-MMP act inh -5, FAS TE block 14, PABP1 MLLE inh 4, SKN-1 block -5 and TbMetRS inhib -0.5.
`CC(=O)c1cn(CC(=O)Nc2ccccc2C)c2ccccc12` gave MsrA act -3, E coli Lon inh -3, CendR NRP1 mod 0, MsrA inh -0.6, MT1-MMP act inh -2, FAS TE block -7, PABP1 MLLE inh 1, SKN-1 block 6 and TbMetRS inhib -0.2.
Cc1ccc(C(=O)N2CCN(c3ccc(NC(=O)c4cccnc4)cc3)CC2)cc1 was read as MsrA act -5, E coli Lon inh 2, CendR NRP1 mod 4, MsrA inh -0.9, MT1-MMP act inh -8, FAS TE block -6, PABP1 MLLE inh -10, SKN-1 block -1 and TbMetRS inhib -0.5.
`O=C(Nc1nnc(-c2ccc(Br)cc2)o1)c1ccco1` gave MsrA act -2, E coli Lon inh -9, CendR NRP1 mod -8, MT1-MMP act inh 3, FAS TE block -4, PABP1 MLLE inh 12, SKN-1 block 8 and TbMetRS inhib -0.1.
For COc1ccc(NC(=O)CSc2nc(C3CC3)nc3ccccc23)c(OC)c1 the results were MsrA act -2, E coli Lon inh -10, CendR NRP1 mod -3, MsrA inh -0.8, MT1-MMP act inh -7, FAS TE block 12, PABP1 MLLE inh 11, SKN-1 block 15 and TbMetRS inhib -0.2.
`Cc1ccccc1CS(=O)(=O)CCC(=O)N1CCN(c2ccc(N3CCOCC3)nn2)CC1` gave MsrA act -2, E coli Lon inh -16, CendR NRP1 mod -7, MsrA inh -0.4, MT1-MMP act inh -3, FAS TE block -1, PABP1 MLLE inh 3, SKN-1 block -8 and TbMetRS inhib -0.6.

The last two records of the section above are carried over, then new ones follow:
For COc1ccc(NC(=O)CSc2nc(C3CC3)nc3ccccc23)c(OC)c1 the results were MsrA act -2, E coli Lon inh -10, CendR NRP1 mod -3, MsrA inh -0.8, MT1-MMP act inh -7, FAS TE block 12, PABP1 MLLE inh 11, SKN-1 block 15 and TbMetRS inhib -0.2.
`Cc1ccccc1CS(=O)(=O)CCC(=O)N1CCN(c2ccc(N3CCOCC3)nn2)CC1` gave MsrA act -2, E coli Lon inh -16, CendR NRP1 mod -7, MsrA inh -0.4, MT1-MMP act inh -3, FAS TE block -1, PABP1 MLLE inh 3, SKN-1 block -8 and TbMetRS inhib -0.6.
COc1cc2c(cc1OC)C(c1cccs1)N(C(=O)c1ccncc1)CC2 (stereo not given) was read as MsrA act -5, E coli Lon inh -8, CendR NRP1 mod -3, MsrA inh -1.3, MT1-MMP act inh 0, FAS TE block 0, PABP1 MLLE inh -8, SKN-1 block 6 and TbMetRS inhib -0.3.
Screening CCCOCC(O)CCc1n[nH]c(=S)n1-c1ccccc1 (stereo not given) returned MsrA act -9, E coli Lon inh -2, CendR NRP1 mod 1, MsrA inh 1.8, MT1-MMP act inh -1, FAS TE block -10, PABP1 MLLE inh -9, SKN-1 block 14 and TbMetRS inhib -2.4.
Cc1nc(NCCOc2ccccc2)sc1C(=O)Nc1ccccc1 was read as MsrA act -1, E coli Lon inh 0, CendR NRP1 mod -9, MsrA inh 1.6, MT1-MMP act inh 3, FAS TE block 3, PABP1 MLLE inh -7, SKN-1 block 12 and TbMetRS inhib -0.4.
Screening O=C(CCc1ccccc1)Nc1ccc(N2CCOCC2)cc1 returned MsrA act -2, E coli Lon inh -2, CendR NRP1 mod 1, MsrA inh 0.6, MT1-MMP act inh 2, FAS TE block -8, PABP1 MLLE inh 4, SKN-1 block 8 and TbMetRS inhib -0.2.
For CNCc1cn2cc(Cl)ccc2n1 the results were MsrA act -1, E coli Lon inh -5, CendR NRP1 mod -1, MsrA inh 1.0, MT1-MMP act inh 2, FAS TE block -11, PABP1 MLLE inh -7, SKN-1 block -4 and TbMetRS inhib 0.5.
Screening O=C(CN1CCN(S(=O)(=O)c2ccccc2)CC1)Nc1ccc([N+](=O)[O-])cc1 returned MsrA act -2, E coli Lon inh 2, CendR NRP1 mod -5, MsrA inh 1.1, MT1-MMP act inh -1, FAS TE block 7, PABP1 MLLE inh 2, SKN-1 block -6 and TbMetRS inhib 0.1.
For O=C(CN1C(=O)C2CCCCC2C1=O)Nc1ccc(S(=O)(=O)Nc2ncccn2)cc1 (stereo not given) the results were MsrA act -1, E coli Lon inh 2, CendR NRP1 mod -7, MsrA inh -1.1, MT1-MMP act inh 2, FAS TE block -3, PABP1 MLLE inh -4, SKN-1 block -8 and TbMetRS inhib -0.5.
Cc1cc(C)nc(N2CCCC(C(=O)Nc3ccc4c(c3)OCO4)C2)n1 (stereo not given) was read as MsrA act -1, E coli Lon inh -4, CendR NRP1 mod -9, MsrA inh 0.2, MT1-MMP act inh -2, FAS TE block -3, PABP1 MLLE inh -11, SKN-1 block -17 and TbMetRS inhib 0.0.
`O=C(O)C1C2C=CC(O2)C1C(=O)Nc1ccccc1C(F)(F)F` (stereo not given) gave MsrA act -2, E coli Lon inh -12, CendR NRP1 mod 8, MsrA inh 0.7, MT1-MMP act inh -1, FAS TE block -6, PABP1 MLLE inh 32, SKN-1 block 7 and TbMetRS inhib 1.3.
Screening O=C(NCc1ccc(F)cc1)OC1CC2CC1[C@H]1CCCCN1C2=O (stereo not given in full) returned MsrA act -12, E coli Lon inh 0, CendR NRP1 mod -1, MsrA inh 0.5, MT1-MMP act inh -2, FAS TE block -11, SKN-1 block 6 and TbMetRS inhib -1.6.
Cc1c(OC(C)C(=O)NCc2ccncc2)ccc2c3c(c(=O)oc12)CCCC3 (stereo not given) was read as MsrA act -4, E coli Lon inh 0, CendR NRP1 mod 6, MsrA inh 1.1, MT1-MMP act inh 3, FAS TE block 1, PABP1 MLLE inh 7, SKN-1 block 5 and TbMetRS inhib 1.2.
For CC(C)(C)OC(=O)N1CCN(C(=O)c2nc[nH]c2C(=O)N2CCN(c3ccccc3)CC2)CC1 the results were MsrA act -4, E coli Lon inh 0, CendR NRP1 mod 15, MsrA inh -1.0, MT1-MMP act inh 1, FAS TE block -9, PABP1 MLLE inh 20, SKN-1 block -13 and TbMetRS inhib -0.1.
Cc1ccc(NC(=O)CS(=O)CC(=O)Nc2ccc(N3CCOCC3)cc2)cc1Cl (stereo not given) was read as MsrA act 1, E coli Lon inh 11, CendR NRP1 mod 0, MsrA inh 0.3, MT1-MMP act inh 3, FAS TE block 0, PABP1 MLLE inh -1, SKN-1 block 11 and TbMetRS inhib 0.1.
For CCCCc1nc2n[nH]c(N)c2c2c1CCCC2 the results were MsrA act -7, E coli Lon inh -1, CendR NRP1 mod -12, MsrA inh -0.4, MT1-MMP act inh 8, FAS TE block -4, PABP1 MLLE inh 2, SKN-1 block -11 and TbMetRS inhib -0.1.
Screening Cc1cc(C)n2nc(-c3ccc(Br)cc3)cc2n1 returned MsrA act 0, E coli Lon inh -7, CendR NRP1 mod -3, MsrA inh 1.0, MT1-MMP act inh -2, FAS TE block 10, PABP1 MLLE inh -9, SKN-1 block 18 and TbMetRS inhib 0.2.
`CC(C)=CCN1CCN(Cc2c(C)nn(C)c2Cl)CC1CCO` (stereo not given) gave MsrA act -2, E coli Lon inh -3, CendR NRP1 mod 6, MsrA inh -1.4, MT1-MMP act inh -3, FAS TE block -8, PABP1 MLLE inh -1, SKN-1 block 12 and TbMetRS inhib -0.6.
Screening COc1ccccc1CNc1n[nH]c(NCc2ccccc2OC)n1 returned MsrA act -2, E coli Lon inh -2, CendR NRP1 mod 9, MsrA inh 0.4, MT1-MMP act inh 1, FAS TE block -10, PABP1 MLLE inh -8, SKN-1 block -20 and TbMetRS inhib -0.8.
For CCN(CC)S(=O)(=O)c1cccc(-c2nnc(SCc3ncc(-c4ccccc4)o3)n2C)c1 the results were MsrA act -1, E coli Lon inh 0, CendR NRP1 mod 4, MsrA inh -0.6, MT1-MMP act inh 4, FAS TE block 0, PABP1 MLLE inh -17, SKN-1 block 0 and TbMetRS inhib 0.1.

Compound activity: PubChem BioAssay, several laboratories
